Bioassay records (PubChem BioAssay)
HCV NS3 hel inh – blocks Hepatitis C virus NS3 helicase unwinding; NS3 helicase DNA unwinding, Cy5 molecular beacon fluorescence; inhibition, % at 10.9 µM; actives 0.56% (n = 290,000); AID 1800;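 active means inhibition above the mean of all tested compounds plus 3 SD, set per campaign, cut at about 35% in these data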;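 further: 0% = DMSO wells and 100% = thioflavine S control wells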
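Control set: DMSO versus 110 µM thioflavine S; Material: NS3 helicase fragment of HCV; Measured by: Cy5 fluorescence at 0 and 60 min, beacon hairpin quenching; Read-out basis: percent inhibition from t60/t0 fluorescence ratio; Times: reaction time 60 min, 25 °C; Repeats: single replicate; Compound dosing: single dose, 10.9 µM nominal final, DMSO 0.8% final.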
MEKK3 PB1 HTS – MEKK3-MEK5 PB1 interaction, increase or decrease | bead-based flow cytometry, Alexa488-MEK5 binding to MEKK3; actives lie on both sides; 0 = blocked by unlabeled MEK5, 100 = vehicle | binding response (% of control), % at 10 µM | actives 1.4% (n = 290,000) | AID 1529;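 active means binding response more than 3 SD above or below the average of its plate-row segment, actives on both sides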;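 further: Alexa488 bead fluorescence after subtracting the streptavidin-only scavenger bead signal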
IMP-1 inh – blocks Pseudomonas aeruginosa IMP-1 metallo-beta-lactamase; purified IMP-1, nitrocefin hydrolysis, epi-absorbance fluorescence; inhibition, % at 5.6 µM; actives 0.45% (n = 290,000);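 active means inhibition above the mean plus 3 SD of all compounds in the same screening run, cut at about 4.5% in these data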;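 further: 0% = IMP-1 with DMSO and 100% = DMSO wells lacking enzyme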
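Assay system: purified IMP-1; Quantity: IMP-1 0.2 nM before substrate addition; Medium: HEPES buffer pH 7.1 with ZnSO4 and Brij 35; Incubation: 15 min enzyme–compound preincubation, then 25 min nitrocefin reaction, 25 °C; Signal: fluorescence quenching readout, ex 480/em 530 nm; Controls: DMSO with and without IMP-1; Repeats: singlicate testing.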
PHOSPHO1 block – blocks human PHOSPHO1 phosphatase activity; recombinant PHOSPHO1, absorbance phosphatase assay; inhibition, % at 13.3 µM; actives 1.1% (n = 290,000); AID 1565; in the data active means inhibition above about 60%
p-CIP stab down – compounds decreasing mouse p/CIP protein stability. F442A p/CIP-EGFP cells, EGFP fluorescence, 16 h. decrease of EGFP signal, % at 10 µM. actives 0.01% (n = 290,000). AID 1984;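 active means EGFP signal decrease of at least 30% at 10 µM or well 3 SD below plate mean, unless failing retest; inactive means the rest, including hits failing retest or dose response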; further: some compounds called inactive have numbers as strong as hits; many of its hits are not listed in these tables
IDE cell activ – boosts human insulin-degrading enzyme activity in HEK cells; FAbeta-B cleavage, fluorescence polarization; 0% vehicle, 100% cell-free pure enzyme wells; activation, % at 5.96 µM; actives 0.073% (n = 340,000);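 active means activation above the mean of all tested compounds plus 3 SD, set per screening campaign, cut at about 17% in these data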
Target sequence (P14735 whole entry, looked up): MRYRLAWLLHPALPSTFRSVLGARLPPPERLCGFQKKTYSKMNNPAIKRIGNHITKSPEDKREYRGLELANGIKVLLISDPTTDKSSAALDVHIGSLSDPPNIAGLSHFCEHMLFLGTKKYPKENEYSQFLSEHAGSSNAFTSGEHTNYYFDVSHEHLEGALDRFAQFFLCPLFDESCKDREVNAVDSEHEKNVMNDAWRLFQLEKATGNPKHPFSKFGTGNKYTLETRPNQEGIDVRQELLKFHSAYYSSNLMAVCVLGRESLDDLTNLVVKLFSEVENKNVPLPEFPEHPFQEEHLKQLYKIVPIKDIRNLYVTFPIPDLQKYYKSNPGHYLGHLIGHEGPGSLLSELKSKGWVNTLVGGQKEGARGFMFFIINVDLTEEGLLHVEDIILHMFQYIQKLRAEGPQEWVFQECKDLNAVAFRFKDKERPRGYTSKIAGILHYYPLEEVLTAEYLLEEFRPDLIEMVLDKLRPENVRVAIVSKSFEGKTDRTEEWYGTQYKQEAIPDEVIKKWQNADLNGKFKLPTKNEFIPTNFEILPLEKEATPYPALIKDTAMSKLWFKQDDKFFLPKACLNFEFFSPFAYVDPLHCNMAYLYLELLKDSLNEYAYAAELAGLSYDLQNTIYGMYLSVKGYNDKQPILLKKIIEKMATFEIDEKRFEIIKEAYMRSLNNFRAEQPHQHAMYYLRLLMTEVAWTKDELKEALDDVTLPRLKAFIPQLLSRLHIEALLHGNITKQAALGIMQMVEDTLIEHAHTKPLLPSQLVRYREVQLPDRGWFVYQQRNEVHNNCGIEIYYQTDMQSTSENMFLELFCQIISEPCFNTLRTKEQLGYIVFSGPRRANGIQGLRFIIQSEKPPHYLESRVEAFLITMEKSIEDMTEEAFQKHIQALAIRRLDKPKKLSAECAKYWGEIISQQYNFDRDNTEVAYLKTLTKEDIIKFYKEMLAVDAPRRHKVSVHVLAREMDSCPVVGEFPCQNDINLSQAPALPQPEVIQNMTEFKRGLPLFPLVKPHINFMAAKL
VIM-2 inh – inhibitors of Pseudomonas aeruginosa VIM-2 metallo-beta-lactamase. purified VIM-2, nitrocefin hydrolysis, epi-absorbance fluorescence. inhibition, % at 5.6 µM. actives 0.89% (n = 290,000);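 active means inhibition above the mean of all tested compounds plus 3 SD, cutoff set per screening run, cut at about 7.5% in these data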;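 further: red hydrolysis product quenches plate fluorescence so inhibitors raise well fluorescence; 0% = enzyme with DMSO and 100% = DMSO without enzyme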
FID counter – counter-screen for HCV NS3 helicase inhibitors: DNA intercalator displacement. AID 1845. DNA fluorescent intercalator displacement, fluorescence. inhibition, % at 7.9 µM. actives 0.17% (n = 290,000); in the data active means inhibition above about 37%;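 further: 0% = vehicle and 100% = reference compound; higher means more ethidium bromide displaced from hairpin DNA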
UBC9 SUMO inh – inhibitors of human SUMOylation (UBC9). P63279. HTRF SUMOylation assay, SAE1/SAE2 + UBC9, in vitro. inhibition, % at 35 µM. actives 0.36% (n = 290,000). AID 2006; in the data active means inhibition above about 50%, passing the limit was not always enough; further: strong numbers were not always called active
Active calls of the source: *; . = no result given; & = joins results of further samples.

The line under a structure holds: IMP-1 inh	p-CIP stab down	VIM-2 inh	MEKK3 PB1 HTS	PHOSPHO1 block	UBC9 SUMO inh	HCV NS3 hel inh	IDE cell activ	FID counter
> CC(=O)N(c1cccc(Br)c1)C1C=CS(=O)(=O)C1 (configuration not stated)
  -2.1	-6	-1.9	98	-8	12	-1	2	2
> CSc1nncc(=O)[nH]1
  -2.6	4	-2.3	104	4	-3	8	0	4
> COc1ccccc1NC(=O)Cn1nnc(C(=O)NCCc2ccccc2)c1N
  0.4	3	0.7	95	2	-9	-11	4	-12
> Cc1cccc(Cc2nnc(CCC(=O)NCc3ccncc3C)o2)c1
  -3.7	-6	-2.1	100	28	8	4	0	-12
> C=CCn1c(C)cc(C(=O)COc2nncc3ccccc23)c1C
  -3.2	-8	-1.7	89	19	24	14	0	-8
> Cc1cc(Oc2ccc([N+](=O)[O-])cc2)nc(N2CCOCC2)n1
  -2.4	-10	-1.1	96	-8	1	11	-1	-4
> CC(C)(C)N1C(=O)c2ccccc2NC(=O)N1Cc1ccc(Br)cc1
  -1.9	-4	-1.7	102	6	6	2	9	-11
> Cc1cccc(-n2ncc(Cl)c(Cl)c2=O)c1
  -1.0	-3	-1.1	108	8	-8	10	-2	-1
> COc1ccc(-c2[nH]c(-c3ccc(Cl)cc3)nc2SCC(=O)Nc2nccs2)cc1
  -1.0	-11	0.1	113	-23	23	1	6	-1
> Cc1ccccc1NC(=O)COc1ccc(Br)cc1C
  -0.2	-7	-1.8	88	-8	1	-7	-2	-8
> CCC(C)NC(=O)CNC(=O)c1nn(-c2ccc(OC)cc2)c(=O)c2ccccc12 (configuration not stated)
  -3.3	4	-1.3	101	.	11	-3	-3	-16
> CC(C)c1ccc(NC2CCCN(C(=O)C3=NN(C)C(=O)CC3)C2)cc1 (configuration not stated)
  -1.9	8	-0.2	101	28	-3	18	5	-32
> CC(=O)Nc1ccc(NC(=O)c2ccc(Cn3cc(Cl)cn3)cc2)cc1
  -0.3	-3	-1.5	104	3	41	-1	0	1
> Cc1ccc(C2=NN(C(=O)CCC(=O)O)C(c3cccs3)C2)cc1 (configuration not stated)
  -2.0	-5	-0.4	111	29	6	4	2	-39
> COc1ccc(-n2ncc3c(NCCN4CCOCC4)ncnc32)cc1
  -6.4	16	-2.0	103	-69	21	13	1	4

The line under a structure holds: IMP-1 inh	p-CIP stab down	VIM-2 inh	MEKK3 PB1 HTS	PHOSPHO1 block	UBC9 SUMO inh	HCV NS3 hel inh	IDE cell activ	FID counter
> Cc1ccc(C(=O)COC(=O)c2ccc(Br)o2)cc1C
  -5.1	5	-5.3	99	-7	15	0	0	-2
> COCc1cc(CN(C)C(=O)c2oc3c(F)cccc3c2C)[nH]n1
  -0.8	-7	-1.2	100	26	2	-5	2	-28
> COc1cc(/C=N/NC(=O)/C(=C\c2ccc([N+](=O)[O-])cc2)NC(=O)c2ccccc2)cc(OC)c1O
  -1.7	-4	-0.9	109	-9	-8	-5	2	-1
> CCCc1ccc(C(=O)NNC(=O)c2ccc(Cl)cc2)cc1
  -1.4	3	-8.3	103	18	40	2	5	-6
> Brc1c(-c2ccccc2)nc2n1Cc1ccccc1-2
  -1.0	9	4.8	103	20	24	-7	4	-25
> COc1ccc(-c2noc(-c3ccco3)n2)cc1OC
  -2.0	24	-1.7	100	-70	11	-9	-2	-5
> CCCCC(O)(CCCC)C(=O)NN(C(=O)CCl)c1ccccc1
  -3.5	-3	-2.5	104	15	6	-2	5	-2
> CC1CC(C)CN(CC(=O)NCCc2ccc(S(N)(=O)=O)cc2)C1 (configuration not stated)
  -2.1	6	-3.9	102	32	-5	0	5	7
> CCN(CCCNC(=O)CNC(=O)c1nn(-c2ccc(OC)c(OC)c2)c(=O)c2ccccc12)c1ccccc1
  -1.7	-7	-0.3	106	4	-1	-8	1	-26
> CCc1ccccc1S(=O)(=O)Cc1ccc(C(=O)NCc2cccs2)o1
  -3.1	-7	-4.6	107	32	16	-7	-2	-23
> COc1ccc(CNC(=S)N/N=C/c2ccc(O)c(OC)c2)cc1
  -2.9	-8	-7.0	99	-12	-12	5	0	-2
> Cc1cccc(NS(=O)(=O)c2cn(C)c(=O)n(C)c2=O)c1C
  -1.9	-9	1.7	97	15	6	0	5	-3
> O=C(Cc1cccs1)Nc1nnc(COc2ccccc2)s1
  1.6	.	0.1	96	.	.	20	5	-10
> NC(=O)c1ccccc1N/C=C/C(=O)c1ccccc1
  0.4	-17	-2.1	91	32	7	-2	4	-7
> CCOC(=O)c1ccccc1NC(=O)c1cccs1
  -0.7	-8	0.5	104	-14	0	1	2	0

In the list so far, these contain a nitro group on carbon:
The line under a structure holds: IMP-1 inh	p-CIP stab down	VIM-2 inh	MEKK3 PB1 HTS	PHOSPHO1 block	UBC9 SUMO inh	HCV NS3 hel inh	IDE cell activ	FID counter
> Cc1cc(Oc2ccc([N+](=O)[O-])cc2)nc(N2CCOCC2)n1
  -2.4	-10	-1.1	96	-8	1	11	-1	-4
> COc1cc(/C=N/NC(=O)/C(=C\c2ccc([N+](=O)[O-])cc2)NC(=O)c2ccccc2)cc(OC)c1O
  -1.7	-4	-0.9	109	-9	-8	-5	2	-1

Next section.
The line under a structure holds: IMP-1 inh	p-CIP stab down	VIM-2 inh	MEKK3 PB1 HTS	PHOSPHO1 block	UBC9 SUMO inh	HCV NS3 hel inh	IDE cell activ	FID counter
> O=C(Nc1ccc(-c2nnn(CC(=O)N3CCN(C(=O)c4ccco4)CC3)n2)cc1)c1ccc(F)cc1
  -4.0	5	-0.7	94	16	10	-5	5	-14
> COc1ccc(CN2CCNC(=O)C2CC(=O)NC2CCOCC2)cc1C (configuration not stated)
  0.4	-8	-1.3	95	.	4	-5	4	1
> COc1ccccc1NC(=O)CCCCC(=O)Nc1ccccc1OC
  -1.3	20	-2.2	106	19	-4	4	4	-13
> Cc1ccc(NCC(=O)N/N=C\c2cccc(O)c2)cc1
  -3.9	-5	-2.6	93	-1	7	4	2	-7
> CCc1ccccc1NS(=O)(=O)c1cc2c(cc1C)n(C)c(=O)c(=O)n2C
  -0.7	-2	-0.4	96	49	5	0	4	-21
> Cc1cc(C(C)(C)C)oc1C(=O)OCC(=O)NC1CCCCC1
  -2.3	-7	-3.9	99	22	3	10	-1	-12
> C/C(CC(=O)Nc1ccc(Cl)cc1Cl)=N\NC(=O)c1ccco1
  -3.9	-3	-3.5	100	3	-10	-1	-1	-1
> Cc1ccc2c(c1)c1c3n2CCN(C(=O)Cn2c(-c4ccccc4)noc2=O)C3CCC1 (configuration not stated)
  -1.1	2	-5.9	103	12	1	-13	1	-8
> CCC(c1nnnn1CCOC)N1CCN(c2nc3ccccc3s2)CC1 (configuration not stated)
  -2.7	1	-1.1	109	-8	-8	18	2	-23
> Cc1csc(NC(=O)CSc2nnc(-c3ccccn3)n2-c2ccc(C)c(C)c2)n1
  -2.8	-5	-3.0	97	19	13	-3	1	-25
> ON1C2CCCCC2N(O)C1c1c(F)c(F)c(F)c(F)c1F (configuration not stated)
  -1.6	-2	-2.0	101	11	1	-11	-2	1
> c1ccc(CSc2ncnc3c2cnn3Cc2ccccc2)cc1
  -0.8	-2	-3.0	97	19	8	1	-3	-7
> Cc1ccccc1NC(=O)C1C2CCCC1C2c1ccccc1 (configuration not stated)
  -0.9	3	2.2	94	15	0	4	2	-9
> CC(C)c1ccc(S(=O)(=O)N2CCN(C(=O)c3cccc(F)c3)CC2)cc1
  -6.4	2	-6.8	105	6	1	-4	3	-20
> Cc1ccc(C23CC4CC(CC(C(=O)OCC(=O)N(C)C)(C4)C2)C3)cc1
  -3.1	1	-1.3	106	11	-3	-22	-3	-33

Part of the list above in order of heavy-atom count, largest number first:
The line under a structure holds: IMP-1 inh	p-CIP stab down	VIM-2 inh	MEKK3 PB1 HTS	PHOSPHO1 block	UBC9 SUMO inh	HCV NS3 hel inh	IDE cell activ	FID counter
> Cc1csc(NC(=O)CSc2nnc(-c3ccccn3)n2-c2ccc(C)c(C)c2)n1
  -2.8	-5	-3.0	97	19	13	-3	1	-25
> CCc1ccccc1NS(=O)(=O)c1cc2c(cc1C)n(C)c(=O)c(=O)n2C
  -0.7	-2	-0.4	96	49	5	0	4	-21
> COc1ccccc1NC(=O)CCCCC(=O)Nc1ccccc1OC
  -1.3	20	-2.2	106	19	-4	4	4	-13
> c1ccc(CSc2ncnc3c2cnn3Cc2ccccc2)cc1
  -0.8	-2	-3.0	97	19	8	1	-3	-7
> Cc1cc(C(C)(C)C)oc1C(=O)OCC(=O)NC1CCCCC1
  -2.3	-7	-3.9	99	22	3	10	-1	-12
> ON1C2CCCCC2N(O)C1c1c(F)c(F)c(F)c(F)c1F (configuration not stated)
  -1.6	-2	-2.0	101	11	1	-11	-2	1

Following part
The line under a structure holds: IMP-1 inh	p-CIP stab down	VIM-2 inh	MEKK3 PB1 HTS	PHOSPHO1 block	UBC9 SUMO inh	HCV NS3 hel inh	IDE cell activ	FID counter
> CCN(CC(=O)NCc1ccc(Cl)cc1)C(=O)/C=C/c1ccco1
  -2.4	-11	-1.6	102	24	9	14	1	-8
> CCc1nnc(NS(=O)(=O)c2ccc(NC(=O)c3ccccc3O)cc2)s1
  -0.7	-13	-0.4	103	.	25	17	-2	-21
> Cc1oc(-c2ccccc2F)nc1CS(=O)CC(=O)NCc1ccccc1 (configuration not stated)
  -1.9	-1	-0.3	100	60	8	7	2	-49
> Cc1ccccc1-c1nc(CS(=O)(=O)CC(=O)NCc2ccco2)c(C)o1
  -4.0	-5	-3.8	105	50	6	18	0	-41
> Cc1ccc(NC(=O)CCn2cccc2)cc1Cl
  -2.4	-4	-1.4	104	18	7	8	4	-6
> CN1CC(=O)N2[C@H](c3ccc4c(c3)OCO4)c3[nH]c4ccccc4c3C[C@@H]2C1=O
  -1.3	-20	-1.9	99&95	56	0	0	6	-10
> CSCCC(NS(=O)(=O)c1ccc(C)cc1)C(=O)NCCc1c[nH]c2ccccc12 (configuration not stated)
  -4.1	6	0.4	100	8	2	-15	2	-16

This is a subset; rates above refer to the full screens.
